NCI-60 one-dose screen, 48 h, at 10 µM unless noted. Numbers give growth in % (100 = growth as untreated, 0 = no growth, -100 = all killed).
ACHN: ACHN renal cancer. 81,000 tested, 4.9% active
RXF 393: RXF 393 renal cancer cells; 77,000 tested, 6.9% active
TK-10: TK-10 renal cancer cells | 81,000 tested, 3.9% active | AID 1794769
A498: A498 renal cancer cells; 76,000 tested, 5.4% active
OVCAR-5: OVCAR-5 ovarian cancer. 82,000 tested, 2.9% active
OVCAR-3: OVCAR-3 ovarian cancer | 79,000 tested, 7% active | AID 1794787
CAKI-1: CAKI-1 renal cancer; 75,000 tested, 4.7% active
OVCAR-8: OVCAR-8 ovarian cancer | 81,000 tested, 4.4% active | AID 1794782
* = called active by the depositor; / = not tested or not shown; [ ] = remark or other dose. The calls were made as follows: active = growth percent below 10; inactive = the rest.

The line under a structure holds: CAKI-1, OVCAR-3, ACHN, TK-10, A498, OVCAR-8, OVCAR-5, RXF 393
COc1ccc(COC(=O)Sc2nc(C)cc(C)n2)cc1
→ 98, 121, 108, 106, 100, 93, 102, 112
CC(C)CC(=O)OCCc1ccccc1
→ 94, 105, 102, 87, 91, 96, 95, 109
Cc1cc(C)n(C(=O)CSc2ncnc3c2c(-c2ccccc2)cn3-c2ccc(Cl)cc2)n1
→ 70, 99, 88, 123, 105, 91, 94, 82
CC(=O)c1ccc(CCc2ccc(C(C)=O)cc2)cc1
→ 101, 111, 108, 100, 104, 107, 110, 113
COc1cc(-c2nc(SCCC(C)C)nc(Nc3ccc(Cl)cc3)c2C#N)cc(OC)c1OC
→ 46, 58, 30, 112, 55, 61, 75, 71
CC(C)CNc1nc(NCC(C)C)nc(Oc2ccc(Cl)cc2)n1
→ 86, 90, 89, 109, /, 95, 90, 77
CCc1c(C(=O)NCc2ccc(OC)cc2)[nH]c(C)c1C(C)=O
→ 84, 118, 96, 100, 110, 101, 86, 103
CC(=O)OCCOC(=O)Nc1ccccc1
→ 99, 105, 100, 91, 111, 107, 94, 119
COc1ccc(C=Nc2n[nH]c(Nc3ccccc3)c2C#N)cc1
→ 95, 106, 100, 103, 113, 107, 96, 109
O=C1OCCCCCCCCCC#Cc2ccccc21
→ 97, 122, 145, 122, 98, 105, 99, /

4 compounds drawn at random from the list so far:
The line under a structure holds: CAKI-1, OVCAR-3, ACHN, TK-10, A498, OVCAR-8, OVCAR-5, RXF 393
CC(=O)OCCOC(=O)Nc1ccccc1
→ 99, 105, 100, 91, 111, 107, 94, 119
COc1ccc(COC(=O)Sc2nc(C)cc(C)n2)cc1
→ 98, 121, 108, 106, 100, 93, 102, 112
CC(=O)c1ccc(CCc2ccc(C(C)=O)cc2)cc1
→ 101, 111, 108, 100, 104, 107, 110, 113
COc1cc(-c2nc(SCCC(C)C)nc(Nc3ccc(Cl)cc3)c2C#N)cc(OC)c1OC
→ 46, 58, 30, 112, 55, 61, 75, 71

More records
The line under a structure holds: CAKI-1, OVCAR-3, ACHN, TK-10, A498, OVCAR-8, OVCAR-5, RXF 393
CCOC(=O)c1c2c(c(C)n1Cc1ccc(OC)cc1)-c1[nH]c(=O)ncc1CC2
→ 112, 120, 106, 132, 79, 105, 109, 112
CC1(C)CC(=O)NC(=O)C1
→ 101, 109, 98, 108, 88, 96, 103, 104
O=c1[nH]cc(CCCO)c(=O)[nH]1
→ 97, 103, 107, 98, 82, 101, 114, /
Cn1ncc2cc(CN3CCC(OCc4ccc(Cl)c(F)c4)CC3)ccc21
→ 85, 104, 97, 96, 113, 112, 96, 118
COc1ccc(OC)c(-c2cc(-c3nc(OC)nc(OC)n3)on2)c1
→ 91, 115, 111, 87, 68, 102, 127, 81
C(CCCCCCCCCCOC1CCCCC1)CCCCCCCCCOC1CCCCC1
→ 94, /, 111, 109, 132, 105, 106, 125
O=C(Nc1cc(Cl)ccc1C(=O)O)c1cccc(C[n+]2ccccc2)c1
→ 94, 108, 102, 103, 92, 101, 96, /
O=C1Nc2ccccc2/C1=C\c1c[nH]c2ccc(Br)cc12
→ 55, 73, 54, 75, 108, 80, 80, 25
CCCCc1oc2ccc([N+](=O)[O-])cc2c1C(=O)c1ccc(C#Cc2ccccc2F)cc1
→ 75, 105, 88, 101, 80, 95, 84, 90
O=c1[nH]c(=O)n(Cc2ccc(B(O)O)cc2)cc1F
→ 89, 115, 109, 103, 69[50 µM], 97, 106, 107
CCCCCCCCCCCCCCCC(=O)N1CCOCC1
→ 100, 103, 106, 92, /, 102, 104, 113
O=S(Nc1ccccc1)c1ccc(-c2ccccc2)cc1 (stereo not drawn)
→ 98, 112, 96, 95, 71, 90, 115, 108
COc1cc(/C=C/C(=O)c2cc(OC)c(OC)c(OC)c2)ccc1Oc1nc(NCCO)nc(N2CCOCC2)n1
→ 16, -3.0*, -52*, 21, /, 21, 18, -26*
CC(C)CCN(CCCNc1c2c(nc3ccccc13)CCCC2)CCC(C)C
→ 77, 94, 98, 94, /, 91, 84, 82
CCCOCC(O)c1ccccc1 (stereo not drawn)
→ 93, 100, 96, 113, 132, 99, 110, 103
Oc1ccc(CNC2CCCCC2)cc1
→ 103, 108, 107, 93, 113, 114, 94, 98
COc1cc(/C=C/c2cc(/C=C/c3ccc(O)c(OC)c3)n(-c3ccccc3)n2)ccc1O
→ -60*, -47*, 2.8*, 6.2*, -25*, -13*, -7.7*, -70*
COc1cc(/C=N/NC(=O)CCN2c3ccccc3Sc3ccccc32)cc(OC)c1OC
→ 67, 100, 76, 110, 61, 86, 89, 86
COC(=O)C1=C(C(=O)c2ccccc2)C(c2ccccc2)c2c(nc(C)[nH]c2=O)O1 (stereo not drawn)
→ 104, 112, 97, 122, 98, 110, 100, 112
CC(=O)NC1=C/C(=C\[N+](=O)[O-])C=C1O
→ 91, 100, 100, 90, 80, 100, 107, 105
NS(=O)(=O)c1ccc(N=Nc2c(O)[nH]c3c(F)cccc23)cc1
→ 88, 105, 103, 97, 72, 101, 109, 118
Cc1cccc(OCC(O)CN2CCOCC2)c1 (stereo not drawn)
→ 98, 108, 107, 117, /, 114, 100, 108
Fc1ccc(-c2ncnc3c2ncn3CC#CCn2cnc3c(-c4ccc(F)cc4)ncnc32)cc1
→ 104, 107, 102, 110, 87, 105, 87, 110
Cc1ccc(S(=O)(=O)NNC(=O)c2cccnc2)cc1
→ 95, 101, 97, 78, 106, 102, 107, 122
O=[N+]([O-])c1cc(F)c2cccnc2c1O
→ /, 111, 89, 152, /, 89, 105, 148
CCOC(=O)c1nn(C2CCCCO2)c2ccc(NC(=O)CSc3nc(C)cc(C)n3)cc12 (stereo not drawn)
→ 75, 100, 91, 108, 60, 91, 84, 80
C=CCc1cccc(C)c1O
→ /, /, 103, 110, /, /, 102, 112
CC(=O)c1cc(C(=O)c2ccc(Br)cc2)n2c(C)cccc12
→ 68, 97, 77, 108, 123, 98, 123, /
CN1C(=O)C(=Cc2coc3ccc(Br)cc3c2=O)C(=O)N(C)C1=O
→ 101, 105, 97, 108, /, 98, 114, 94
O=C(O)c1cnnc2ccccc12
→ 106, 121, 107, 122, 122, 103, 114, 116

Not a retest: an excerpt of the list.
The line under a structure holds: CAKI-1, OVCAR-3, ACHN, TK-10, A498, OVCAR-8, OVCAR-5, RXF 393
C=CCc1cccc(C)c1O
→ /, /, 103, 110, /, /, 102, 112
CC(=O)c1cc(C(=O)c2ccc(Br)cc2)n2c(C)cccc12
→ 68, 97, 77, 108, 123, 98, 123, /

Among those listed so far, these contain a cyano group.
The line under a structure holds: CAKI-1, OVCAR-3, ACHN, TK-10, A498, OVCAR-8, OVCAR-5, RXF 393
COc1cc(-c2nc(SCCC(C)C)nc(Nc3ccc(Cl)cc3)c2C#N)cc(OC)c1OC
→ 46, 58, 30, 112, 55, 61, 75, 71
COc1ccc(C=Nc2n[nH]c(Nc3ccccc3)c2C#N)cc1
→ 95, 106, 100, 103, 113, 107, 96, 109

(listing goes on)
The line under a structure holds: CAKI-1, OVCAR-3, ACHN, TK-10, A498, OVCAR-8, OVCAR-5, RXF 393
COc1ccc2nc(-c3nonc3-n3cccc3)[nH]c2c1
→ 80, 115, 107, 120, 95, 98, 107, 112
Cc1nn(-c2ccc(F)cc2)c2[nH]c(=S)n(-c3ccccc3)c(=O)c12
→ 94, 107, 104, 124, 91, /, 104, 109
COc1ccc(N/C=C/C2=[N+](C)c3ccccc3C2(C)C)c(OC)c1
→ 82, 94, 104, 106, /, 94, 106, 97
COc1ccc(-c2cc(-c3ccc(Nc4ccnc5cc(Cl)ccc45)cc3)nc(N3CCCCC3)n2)cc1OC
→ /, 109, 108, 105, 89, 96, 115, 106
CN(C)CCOc1ccc(I)cc1Cc1ccccc1
→ 66, 44, 98, 95, 74, 94, 83, 67
CC(=O)Cc1cc(-c2cc(CC(C)=O)[nH]n2)n[nH]1
→ 88, 111, 95, 92, 99, 99, 90, 103
Cc1ccc2oc(=O)cc(Cn3cc(CSc4nc5ccccc5o4)nn3)c2c1
→ 95, 104, 102, 143, 95, 106, 115, 105
CC1(CC(=O)Nc2ccccc2)Nc2cc(Cl)ccc2-c2ccnn21 (stereo not drawn)
→ 91, 103, 97, 111, 97, 96, 102, 111
Cc1ccc2c(OCC(=O)N/N=C/c3ccc(N(C)C)cc3)cc(=O)[nH]c2c1
→ 99, 121, 107, 97, 97, 102, 104, 107
O=C(Nc1ccc(NC(=O)c2cc(S(=O)(=O)NCCc3ccccc3)c(O)c(O)c2O)cc1)c1cc(S(=O)(=O)NCCc2ccccc2)c(O)c(O)c1O
→ /, 89, 100, 103, 88, 85, 112, 89
Cc1ccnc(NC(c2cccc(OCc3ccccc3)c2)c2ccc3cccnc3c2O)c1 (stereo not drawn)
→ 88, 105, 99, 123, 82, 88, 96, 100
CC1CN(CCOC(=O)C(c2ccccc2)C2C=CCCC2)CC1C (stereo not drawn)
→ 95, 105, 103, 102, 80, 95, 100, 91
CC(=O)c1cccc(OC(=O)Oc2cccc(C(C)=O)c2)c1
→ 104, 112, 113, 96, 111, 98, 105, 105
COc1ccc(C(=O)/C=C/c2cn(-c3ccccc3)nc2-c2ccc(OCc3ccccc3)cc2)cc1
→ 92, 100, 94, 99, 70, 98, 122, 97
C#CCOc1cc(N(CC)CC)ccc1C(C(=O)NC(C)(C)C)N(C(=O)C1CCc2cc(F)ccc2O1)c1ccc(F)c(Cl)c1 (stereo not drawn)
→ 41, 58, 62, 85, 73, 69, 83, 59
CCn1c(CN2CCN(c3cc4c(cc3F)c(=O)c(C(=O)O)cn4C3CC3)CC2)n[nH]c1=S
→ /, 107, /, 98, 96, 99, 103, 100
CC(=O)c1c(C)cc(C(C)(C)C)cc1C
→ 100, 108, 100, 106, 162, 90, 103, 105
O=C1OCCN1CCCl
→ /, 111, 98, 91, 107, 101, 105, 110
O=C(/C=C/c1cccc(C(F)(F)F)c1)Nc1cccc(C(F)(F)F)c1
→ 34, /, 70, 53, 54, 33, 95, 89
O=C(Nc1ccccc1)Nc1nnc(-c2ccncc2)o1
→ 91, 105, 105, 100, 94, 103, 104, 111
CCCCOC(=N)N(CCCC)c1ccccc1
→ 84, 110, 97, 110, 125, 104, 97, 109
Cc1c(O)ccc(=O)n1O
→ 72, 96, 110, 95, 91, 101, 100, 116
C=CC(=O)N[C@H](/C=C/C(=O)O)Cc1ccc(-c2cc(Cl)cc(Cl)c2)cc1
→ 91, 115, 104, 100, /, 95, 101, /
N#Cc1c(-c2ccccc2)nc(SCC(O)CN2CCOCC2)nc1N1CCOCC1 (stereo not drawn)
→ 37, 35, 54, 41, -3.3*, 33, 61, 73
C(CCN1CCCCC1)=C(c1ccccc1)c1ccccc1
→ /, 99, 99, 97, 98, 100, 89, 89
O=S(=O)(O)c1cc(O)c2c(O)c(N=Nc3cc(Cl)ccc3O)c(S(=O)(=O)O)cc2c1
→ 93, 104, 93, 109, 65, 99, 92, 103
CCOC(=O)c1c(-c2ccc(Cl)cc2)c(C#N)c(=O)n(-c2ccccc2CC)c1N
→ 105, 88, 89, 117, 98, 87, 93, 111
Cc1ccc2c(c1)Sc1ccc3ccccc3c1N2
→ 93, 50, 108, 141, 80, 78, 108, 103
CCC(C)(O)C(C)=O (stereo not drawn)
→ 98, 108, 105, 104, 94, 111, 108, 109
Cc1ccc2cc(CC(=O)NCCc3c[nH]c4ccccc34)oc2c1
→ 81, 99, 94, 108, 115, 100, 91, 101
O=C(C1CC2CCC13CC=CCC23)C1CC2CCC13CC=CCC23 (stereo not drawn)
→ 91, 98, 104, 86, 89, 100, 94, 98
CCCN1/C(=C(\C#N)C(=O)OCC)Sc2c1nc(C)[nH]c2=O
→ 78, 109, 88, 108, 91, 102, 83, 103
CC(C)c1ccccn1
→ /, 104, /, 88, 88, 104, 101, 100
CNC(=O)C(=O)[C@H](Cc1ccccc1)NC(=O)c1[nH]c2ccccc2c(=O)c1C
→ 100, 115, 105, 101, 89, 116, 97, 114
O=C(CSc1ncc(-c2ccccc2)n1-c1ccccc1)Nc1ccc(-c2nc3ccccc3s2)cc1
→ 87, 95, 102, 44, 107, 27, 82, 93
OCCNc1oc(-c2ccccc2)nc1[P+](c1ccccc1)(c1ccccc1)c1ccccc1
→ 75, -9.2*, 84, 32, 75, 7.3*, 31, /
O=C(O)COc1ccccc1OCC(=O)O
→ 115, 121, 103, 97, 91, 99, 107, 114
CCCC(=O)OCc1ccccc1
→ /, 109, 102, 97, 96, 97, 91, 114
CN(CC(=O)O)c1ccc(/C=C/c2ccnc3ccccc23)cc1
→ 93, 90, 89, 99, 97, 80, 123, 111
COC(=O)c1nnn(CC(N)=O)c1CCNC(=O)c1ccccc1C(=O)O
→ 93, 106, 99, 101, 97, 97, 96, 117
COc1ccc(-c2oc3cc(O)cc(O)c3c(=O)c2OC)cc1O
→ 15, -7.5*, 34, 52, -6.4*, 27, 60, -30*

An excerpt from above in order of formula weight, smallest number first.
The line under a structure holds: CAKI-1, OVCAR-3, ACHN, TK-10, A498, OVCAR-8, OVCAR-5, RXF 393
Cc1cccc(OCC(O)CN2CCOCC2)c1 (stereo not drawn)
→ 98, 108, 107, 117, /, 114, 100, 108
COc1ccc(-c2oc3cc(O)cc(O)c3c(=O)c2OC)cc1O
→ 15, -7.5*, 34, 52, -6.4*, 27, 60, -30*
CCOC(=O)c1nn(C2CCCCO2)c2ccc(NC(=O)CSc3nc(C)cc(C)n3)cc12 (stereo not drawn)
→ 75, 100, 91, 108, 60, 91, 84, 80

Bioassay records deposited in PubChem by NCI.

The list is partial; the hit share may differ from the screen's.
